Compound activity (PubChem)
NALP1 inh = inhibitors of NALP1 inflammasome in yeast; 280,000 tested, 0.61% active; S. cerevisiae NALP1/ASC/caspase-1 growth, X-gal OD620, 72 h; inhibition, % at 10 µM; in the data active = inhibition mostly above about 24%, no sharp cut-off; inactive = mostly below about 32%; also: some compounds called inactive have numbers as strong as hits
GalR3 antag = antagonists of human GalR3; O60755; HEK293 GalR3-CNG cAMP membrane potential fluorescence; galR3 body fused to GalR1 C-terminus; inhibition, % at 3 µM; 360,000 tested, 0.44% active;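 active = inhibition above the screen-wide average plus 3 SD, cut at about 13% in these data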;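 also: forskolin and galanin both at EC90 stimulate the cells; cAMP rise reported by CNG channel membrane potential dye signal; 0% = forskolin plus galanin with DMSO and 100% = forskolin alone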
OXTR ag = agonists of human oxytocin receptor; P30559; CHO-OTR cells, Fluo-8 calcium fluorescence; normalized: DMSO 0%, oxytocin 100%; activation, % at 3 µM; 320,000 tested, 0.32% active;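 active = activation above the mean of all tested compounds plus 3 SD, cutoff set per screening run, cut at about 20% in these data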;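 also: peak over basal fluorescence ratio from a 100 s FLIPR kinetic read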
MEKK2 mut-MEK5 = signal of MEK5 binding to mutant human MEKK2 PB1 domain | bead flow cytometry, Alexa488-MEK5 binding to MEKK2 mutant | percent response, % at 10 µM | 290,000 tested, 0.35% active | AID 1530; in the data active = percent response above about 24%, passing the limit was not always enough; also: inactives centre near 1; some results filed as inactive read as strong as hits; reference of the scale not given here
GPR7 antag = antagonists of human GPR7 (neuropeptides B/W receptor 1). P48145. GPR7-expressing cells, fluorescence antagonist assay. inhibition, % at 4.4 µM. 290,000 tested, 1.1% active. AID 1861; in the data active = inhibition above about 16%, passing the limit was not always enough;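 also: cells stimulated with the agonist NPW; 0% = agonist with vehicle and 100% = vehicle without agonist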
Target sequence (P48145 whole entry, looked up): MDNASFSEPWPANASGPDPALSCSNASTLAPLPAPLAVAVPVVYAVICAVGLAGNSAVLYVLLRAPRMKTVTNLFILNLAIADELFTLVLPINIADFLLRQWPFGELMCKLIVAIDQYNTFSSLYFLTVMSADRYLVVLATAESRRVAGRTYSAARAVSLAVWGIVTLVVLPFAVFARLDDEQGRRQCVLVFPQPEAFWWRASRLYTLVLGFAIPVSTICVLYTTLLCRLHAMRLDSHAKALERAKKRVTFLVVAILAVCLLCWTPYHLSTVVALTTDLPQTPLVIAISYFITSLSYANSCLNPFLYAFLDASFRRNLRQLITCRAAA
PHOSPHO1 inh = blocks human PHOSPHO1 phosphatase activity; Q8TCT1; recombinant PHOSPHO1, absorbance phosphatase assay; inhibition, % at 13.3 µM; 290,000 tested, 1.1% active; AID 1565; in the data active = inhibition above about 60%
Target sequence (Q8TCT1 whole entry, looked up): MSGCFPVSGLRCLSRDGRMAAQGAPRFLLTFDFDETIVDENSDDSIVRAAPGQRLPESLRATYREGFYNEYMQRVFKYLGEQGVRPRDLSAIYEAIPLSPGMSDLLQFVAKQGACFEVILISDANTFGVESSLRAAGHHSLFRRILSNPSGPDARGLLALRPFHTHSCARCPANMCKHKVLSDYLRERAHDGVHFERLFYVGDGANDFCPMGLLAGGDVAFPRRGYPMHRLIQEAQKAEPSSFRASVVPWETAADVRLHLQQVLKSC
MEKK2 WT-MEK5 = raises or lowers MEK5 binding to wildtype human MEKK2 PB1 domain. Q9Y2U5. bead flow cytometry, Alexa488-MEK5 binding to MEKK2 WT; actives lie on both sides. binding response (% of control), % at 10 µM. 290,000 tested, 1.1% active. AID 1531; in the data active = binding response below about 67% or above about 130%
V1R ag counter = V1a receptor agonism, counter-screen for OXTR agonists; activation, % at 3 µM; 320,000 tested, 0.25% active; CHO-V1R cells, Fluo-8 calcium fluorescence, agonist mode; 0% DMSO, 100% 3 nM vasopressin; P37288;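 active = activation above the mean activation of all tested compounds plus 3 SD, per screening run, cut at about 20% in these data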;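 also: signal is peak over basal fluorescence ratio across a 100 second FLIPR read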
Target sequence (P37288 whole entry, looked up): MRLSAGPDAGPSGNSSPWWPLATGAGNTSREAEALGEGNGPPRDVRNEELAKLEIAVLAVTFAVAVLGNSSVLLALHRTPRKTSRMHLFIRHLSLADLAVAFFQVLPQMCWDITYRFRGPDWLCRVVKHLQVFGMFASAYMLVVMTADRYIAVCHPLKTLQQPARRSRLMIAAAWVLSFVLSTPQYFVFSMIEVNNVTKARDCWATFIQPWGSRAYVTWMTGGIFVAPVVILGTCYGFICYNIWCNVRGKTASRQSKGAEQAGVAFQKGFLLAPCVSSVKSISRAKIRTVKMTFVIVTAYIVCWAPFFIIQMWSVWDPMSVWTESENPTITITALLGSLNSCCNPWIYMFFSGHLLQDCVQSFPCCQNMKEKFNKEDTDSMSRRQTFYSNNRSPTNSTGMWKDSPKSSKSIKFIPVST
MEKK3 PB1 HTS = MEKK3-MEK5 PB1 interaction, increase or decrease. 290,000 tested, 1.4% active. binding response (% of control), % at 10 µM. bead-based flow cytometry, Alexa488-MEK5 binding to MEKK3; actives lie on both sides; 0 = blocked by unlabeled MEK5, 100 = vehicle;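 active = binding response more than 3 SD above or below the average of its plate-row segment, actives on both sides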;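 also: Alexa488 bead fluorescence after subtracting the streptavidin-only scavenger bead signal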
Numbers without * were called inactive; . = not tested or not shown; & = joins results of further samples; [ ] = another dose, or the depositor's remark.

SMILES	NALP1 inh	GalR3 antag	OXTR ag	MEKK2 mut-MEK5	GPR7 antag	PHOSPHO1 inh	MEKK2 WT-MEK5	V1R ag counter	MEKK3 PB1 HTS
Brc1ccc2nc(-c3c[nH]c4ccccc34)cn2c1	0	-5	-1.8	2	-2	11	104	-0.4	104
COc1ccc(Cc2nc(C)cc(Cl)n2)cc1[N+](=O)[O-]	14	-1	-0.3	10	-13	39	109	0.6	109
Cn1c(=O)c2cn(Cc3ccc(Cl)cc3)cc2n(C)c1=O	10	-10	-0.2	5	-4	-10	84	0.7	102
CCC(=O)c1ccccc1OCCCn1cncn1	0	-6	0.6	4	2	4	109	3.1	107
Cc1ccnc(NC(=O)c2ccc(Br)s2)c1	-1	-14	-2.5	7	1	37	106	-2.4	104
N#CC1C(=O)NC(N2CCN(c3ccccc3)CC2)=NC12CCCCC2 (configuration not stated)	3	-7	1.2	3	-5	-6	104	1.4	103
Cc1ccc(S(=O)(=O)/C(C#N)=C/c2c(N3CC(C)OC(C)C3)nc3c(C)cccn3c2=O)cc1 (configuration not stated)	1	-5	-0.7	-2	0	-7	88	0.7	103
Cc1cccc(CSC2=CS(=O)(=O)c3ccccc3N2)c1	-12	1	5.6	7	-5	20	106	5.3	104
CNC(=S)Nc1ccc([N+](=O)[O-])cc1	23	-5	2.2	-3	-17	-5	93	9.2	94
c1ccc(-n2cccc2CNC2CCCCC2)cc1	-24	.	3.9	3	-5	-7	103	4.0	97
COC(=O)c1ccc(COC(=O)C(CCS(C)(=O)=O)N2C(=O)c3ccccc3C2=O)cc1 (configuration not stated)	15	-2	2.7	10	-5	-9	101	0.7	102
CC1(C)CC(=O)C=C(C(=O)N2CCCC(C(=O)c3cccc(C(F)(F)F)c3)C2)O1 (configuration not stated)	9	-3	1.9	1	2	22	99	1.0	97
CC(=O)Nc1cccc(NC(=O)c2cc3ccccc3o2)c1	20	-2	6.0	-2	-8	-1	98	3.3	100
COc1cccc(NC(=O)C2CCCO2)c1 (configuration not stated)	13	-9	0.4	1	1	3	104	3.2	105
CC(C)CNC(=O)CN1C(=O)NC(Cc2c[nH]c3ccccc23)C1=O (configuration not stated)	-1	-7	0.0	-27	-10	-11	76	-0.7	67*[inhibitor]
CCCCOc1cc(C(=O)NCCN(CC)CC)c2ccccc2n1	15	-2	0.3&2.9	3&3	10&-1	4	94&98	2.0&0.8	94&86
Cc1ccc(-n2cc(CNC(C)c3cnn(C)c3C)c(-c3ccc(F)cc3)n2)cc1 (configuration not stated)	12	-1	6.7	22	-3	22	130	3.4	102
CCS(=O)(=O)n1nc(-c2ccccc2)nc1NCc1ccco1	3	-4	-1.3	-5	-4	-1	97	-0.6	101
O=C(O)c1ccc(N2C(=O)CCCC2=O)cc1	5	0	0.1	16	-11	40	105	0.1	107
CCOC(=O)c1ccccc1NC(=O)CN1C(=O)CCS(=O)(=O)c2ccccc21	-52	0	.	11	-6	11	111	.	110

6 entries picked at random from the list so far, as already listed:
SMILES	NALP1 inh	GalR3 antag	OXTR ag	MEKK2 mut-MEK5	GPR7 antag	PHOSPHO1 inh	MEKK2 WT-MEK5	V1R ag counter	MEKK3 PB1 HTS
Cc1ccnc(NC(=O)c2ccc(Br)s2)c1	-1	-14	-2.5	7	1	37	106	-2.4	104
COc1ccc(Cc2nc(C)cc(Cl)n2)cc1[N+](=O)[O-]	14	-1	-0.3	10	-13	39	109	0.6	109
CCS(=O)(=O)n1nc(-c2ccccc2)nc1NCc1ccco1	3	-4	-1.3	-5	-4	-1	97	-0.6	101
CCC(=O)c1ccccc1OCCCn1cncn1	0	-6	0.6	4	2	4	109	3.1	107
Brc1ccc2nc(-c3c[nH]c4ccccc34)cn2c1	0	-5	-1.8	2	-2	11	104	-0.4	104
CCOC(=O)c1ccccc1NC(=O)CN1C(=O)CCS(=O)(=O)c2ccccc21	-52	0	.	11	-6	11	111	.	110

Next results:
SMILES	NALP1 inh	GalR3 antag	OXTR ag	MEKK2 mut-MEK5	GPR7 antag	PHOSPHO1 inh	MEKK2 WT-MEK5	V1R ag counter	MEKK3 PB1 HTS
CCN(CC)S(=O)(=O)c1ccc(C(=O)NCC2CCCCC2)cc1	8	-8	0.8	-1	-1	40	97	2.5	100
CCCC(=O)Nc1nc(-c2ccc3c(c2)OCCO3)cs1	42	-2	-1.7	10	-13	26	114	1.2	110
O=C(COn1nnc2ccc(C(F)(F)F)cc21)Nc1c(Cl)cccc1Cl	14	15*	-2.2	-1	-13	3	97	-0.1	100
Cc1cccc(/C(N)=N/OC(=O)COc2ccc(Cl)c(C)c2)c1	21	-4	0.0	-3	-8	4	97	0.9	93
COc1ccc(C(=O)NC(C)c2nc3ccccc3[nH]2)cc1OC (configuration not stated)	-28	-4	.	1	-10	-2	101	.	103
OCCNC(=S)Nc1ccc2c(c1)OCCO2	27	-7	-0.1	-9	-3	3	91	0.3	89
Cc1ccc(NC(=O)Cn2cc(C(F)(F)F)cc(Cl)c2=O)cc1Cl	-29	-1	0.1	6	-13	18	99	1.8	100
Cc1c(NS(C)(=O)=O)cccc1-c1nc2cccnc2s1	7	-7	2.7	3	-16	11	97	1.2	100
O=C(Nc1cccc(Cl)c1N1CCOCC1)c1ccc(Br)o1	-1	-3	-1.2	5	-6	37	105	-1.4	103
CSc1ccc(C(=O)C2CCCN(C(=O)CN3CCOC3=O)C2)cc1 (configuration not stated)	7	-3	.	1	-19	37	98	.	103
Cc1cccc2c(=O)c(-c3ccc(Cl)cc3)c(NC(=O)c3ccco3)oc12	10	10	-2.1	-1	-14	56	102	-1.6	100
CCOc1ccc(N=C(NC#N)SCC(=O)NC2CC2)cc1	-4	-9	-0.1	4	-10	1	108	0.1	106
COc1cccc(-n2c(CN3CCN(c4ccc(C)cc4)C(C)C3)nc3ccc([N+](=O)[O-])cc3c2=O)c1 (configuration not stated)	-26	-2	-1.1	-2	-11	-9	91	1.3	93
Cn1ncc(N2CCN(S(=O)(=O)c3ccc(Br)cc3)CC2)c(Cl)c1=O	3	-6	0.4	1	3	43	101	4.0	101
O=C(NC1CCCC1)C1CCC(CNS(=O)(=O)c2ccc(F)cc2)CC1 (configuration not stated)	-20	-8	0.2	4	-3	59	101	2.5	103
Cc1c(C)[n+](=O)c(-c2ccc(Br)cc2)c(C)n1[O-]	.	-2	1.8	-7	-4	33	47*[inhibitor]	-0.7	50*[inhibitor]
COc1ccc(S(=O)(=O)N2CCOC2CNC(=O)C(=O)NCCN2CCOCC2)cc1OC (configuration not stated)	8	-2	1.0	2	-22	15	101	0.6	101
COc1cccc(COc2cc3ccccc3nc2C)c1	-12	92*	7.4	-1	18	50	102	3.2	102
CC[N+](CC)(CCO)CCCN1C(=O)C2CC=C(Cl)CC2C1=O (configuration not stated)	10	4	1.0	-7	-7	18	94	0.2	90
COC(=O)c1ccc(C23CC4(C2)[C@H](CN(CC2CCCCC2)[C@@H]4c2ccccc2)C3c2ccc(C(F)(F)F)cc2)cc1 (some centres not stated)	-8	-9	-0.8	2	.	35	100	-0.1	94
Cc1ccc(N2CC(C(=O)N/N=C/c3sccc3C)CC2=O)cc1 (configuration not stated)	5	-10	-1.0	0	0	0	104	-0.4	135*
OCCOCCOc1ccc(-c2nn[nH]n2)cc1	17	-3	0.2	-1	-9	49	97	0.2	74*[inhibitor]
COCCCNC(=O)CSc1ccc(Cl)cc1	13	-3	0.9	-6	-7	6	86	0.1	90
CCC(C(=O)NC1CCCC1)N(Cc1cccs1)C(=O)Cn1nnc(-c2ccc(OC)c(OC)c2)n1 (configuration not stated)	-26	-2	-0.6	-1	-10	1	98	0.2	108
CCN(CC)S(=O)(=O)c1cccc(NC(=O)C2SC(=Nc3ccc(C)cc3C)C(C(=O)NC(C)COC)=C2N)c1 (configuration not stated)	0	-5	-0.6	5	5	19	107	0.3	107
Cc1ccc(C(C)C)c(OCC(=O)N2CCOCC2)c1	7	-7	-1.8	3	-10	-4	104	-1.2	102
Cc1cc(C)c2c(=O)[nH]c(SCC(=O)NCCc3ccccc3)nc2n1	-10	-11	-0.1	13	1	-6	106	0.5	116
Cn1c(=O)n(C)c2cc(C(=O)Nc3ccc(Br)cc3)ccc21	-6	-4	1.3	6	-5	.	107	6.0	101
O=c1cc(C(F)(F)F)[nH]c(=S)n1-c1ccccc1	0	-7	-0.6	7	-12	.	107	0.9	104
Cc1ccc(C(=O)Nc2cc3c(cc2Cl)OCCCO3)cc1	-4	-4	-0.8	8	8	27	102	-0.3	101
COc1ccc(OC)c(Nc2nc(-c3sc(NC(=O)c4ccccc4)nc3C)cs2)c1	6	.	0.2	5	-8	34	106	1.3	100
CCOC(=O)c1c(NC(=O)c2cccc(N3C(=O)CCC3=O)c2)sc2c1CCN(CC)C2	21	3	-0.7	2	-18	32	104	-0.1	101
COc1ccc(CN(Cc2ccccn2)S(=O)(=O)c2ccc(-n3cnnn3)c(OC)c2)cc1	-13	0	1.8	-4	-7	15	94	3.0	95
Cc1nn(C)c(C)c1C(=O)NN	6	-6	5.6	6	-5	2	101	0.9	99
CCCCn1nc(CC(=O)O)c2ccccc2c1=O	27	-5	0.4	6	-18	-14	103	0.9	103
Cc1cccc(NC(=O)CSc2nc(C)c(CC(=O)c3ccc(Br)cc3)c(C)c2C#N)c1C	-17	-4	1.1	16	-5	8	104	-0.9	102
CC1(C)CC(=O)C(C=NCCN2CCN(C(=S)Nc3ccc(F)cc3)CC2)=C(O)C1	16	-6	-0.5	4	-4	30	102	-0.1	99
CCOC(=O)C1CCN(S(=O)(=O)c2cccc3nonc23)CC1	10	-3	-0.4	4	-4	7	114	-0.4	106
Cc1ccnc(SCC(=O)n2c3c(c4ccccc42)CC(C)CC3)n1 (configuration not stated)	2	2	-0.8	-2	-5	51	97	-0.1	99
COc1ccc(CCNC(=O)CS(=O)(=O)c2cn(CC(=O)N3CCCC3)c3ccccc23)cc1OC	-3	-1	0.7	8	-27	-2	107	-0.5	105
c1ccc(N2CCN(Cc3nc4ccccc4[nH]3)CC2)nc1	5	-9	1.3	2	0	40	100	0.0	100

An excerpt from above, showing only OXTR ag and V1R ag counter:
smiles | OXTR ag | V1R ag counter
Cc1nn(C)c(C)c1C(=O)NN | 5.6 | 0.9
Cc1ccc(N2CC(C(=O)N/N=C/c3sccc3C)CC2=O)cc1 (configuration not stated) | -1.0 | -0.4
CCC(C(=O)NC1CCCC1)N(Cc1cccs1)C(=O)Cn1nnc(-c2ccc(OC)c(OC)c2)n1 (configuration not stated) | -0.6 | 0.2
Cc1ccc(C(=O)Nc2cc3c(cc2Cl)OCCCO3)cc1 | -0.8 | -0.3
CCOC(=O)c1c(NC(=O)c2cccc(N3C(=O)CCC3=O)c2)sc2c1CCN(CC)C2 | -0.7 | -0.1
